Compound activity deposited in PubChem BioAssay by several laboratories.
NPY-Y2 PAM-ag: NPY-Y2 potentiators or agonists, primary screen, cell-based; cells expressing NPY-Y2, potentiator/agonist read-out; activation, % at 3.6 µM; actives 0.45% (n = 220,000); in the data active means activation above about 27%;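 further: cells stimulated with NPY near EC25 plus isoproterenol at EC100; 0% = vehicle plus submaximal agonist and 100% = vehicle plus saturating agonist; some results beyond the cut were filed as inactive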
Target sequence (P49146 whole entry, looked up): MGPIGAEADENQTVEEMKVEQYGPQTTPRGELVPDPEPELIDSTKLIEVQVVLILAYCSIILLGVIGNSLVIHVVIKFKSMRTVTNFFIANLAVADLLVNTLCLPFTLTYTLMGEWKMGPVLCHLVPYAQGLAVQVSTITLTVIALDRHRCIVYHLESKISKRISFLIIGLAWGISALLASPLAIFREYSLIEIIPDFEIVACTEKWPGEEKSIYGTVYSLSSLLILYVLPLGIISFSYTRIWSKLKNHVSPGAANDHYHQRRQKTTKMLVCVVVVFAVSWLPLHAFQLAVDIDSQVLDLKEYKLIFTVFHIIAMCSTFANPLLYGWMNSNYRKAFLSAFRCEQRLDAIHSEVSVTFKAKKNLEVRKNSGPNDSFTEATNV
NPY1 pot ag: NPY-Y1 receptor potentiators or agonists, primary screen, cell-based | activation, % at 3.6 µM | AID 1304, 2008 | Neuropeptide Y receptor type 1 (Homo sapiens), P25929 | NPY-Y1 expressing cells, potentiator/agonist activation | actives 0.37% (n = 220,000); in the data active means activation above about 33%, passing the limit was not always enough;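 further: cells stimulated with NPY at EC10 then isoproterenol at EC100; 0% = low agonist plus stimulus and 100% = saturating agonist plus stimulus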
Target sequence (P25929 whole entry, looked up): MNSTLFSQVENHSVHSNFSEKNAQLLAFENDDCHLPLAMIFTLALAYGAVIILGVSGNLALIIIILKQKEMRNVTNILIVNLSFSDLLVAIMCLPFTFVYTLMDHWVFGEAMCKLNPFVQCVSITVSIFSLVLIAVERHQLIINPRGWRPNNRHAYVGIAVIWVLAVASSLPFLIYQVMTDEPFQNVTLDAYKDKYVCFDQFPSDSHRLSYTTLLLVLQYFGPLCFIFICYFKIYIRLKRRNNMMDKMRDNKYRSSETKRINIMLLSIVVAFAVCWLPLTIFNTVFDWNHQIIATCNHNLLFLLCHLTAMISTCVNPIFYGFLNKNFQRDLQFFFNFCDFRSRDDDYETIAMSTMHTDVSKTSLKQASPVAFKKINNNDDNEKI
S1P4 ag: S1P4 receptor agonists, primary screen, cell-based; Sphingosine 1-phosphate receptor 4 (Homo sapiens), O95977; S1P4-expressing cell line, agonist reporter assay; activation, % at 4.98 µM; actives 0.35% (n = 220,000); in the data active means activation above about 11%;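 further: 0% = DMSO vehicle and 100% = reference agonist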
p97 inhibitor: inhibitors of human p97 ATPase, primary screen, biochemical | recombinant p97 ATPase, Kinase-Glo ATP luminescence, 3 h | Transitional endoplasmic reticulum ATPase (Homo sapiens), P55072 | inhibition, % at 8 µM | actives 0.42% (n = 220,000); in the data active means inhibition above about 15%;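 further: 0% = DMSO vehicle and 100% = wells lacking enzyme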
EP2 mod: EP2 receptor modulators, cAMP readout, primary screen, cell-based, HTRF cAMP, PGE2 stimulation. EP2-expressing cells, cAMP HTRF FRET, PGE2 co-stimulation. AID 940, 2007. induction, % at 25 µM. actives 0.83% (n = 260,000);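 active means compounds whose cAMP rise, as percent of the full-agonist control response, exceeds 60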;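 further: rat C6 glioma line stably carrying human EP2 under a CMV promoter; the protocol text gives 20 µM as final concentration; 100% = response of wells given 1 µM PGE2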
EP2 antag: human EP2 receptor antagonists, primary screen, TR-FRET cAMP, C6 glioma cells; inhibition, % at 25 µM; C6 glioma cells expressing human EP2; cells stimulated with saturating PGE2; Prostaglandin E2 receptor EP2 subtype (Homo sapiens), P43116; actives 0.52% (n = 260,000);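 active means percent inhibition above 40 after rounding to a whole number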;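 further: rat C6 glioma host cells with rolipram phosphodiesterase inhibitor present; the protocol text gives 20 µM as final concentration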
eIF4E 4G PPI: eIF4E–eIF4G protein interaction inhibitors, primary screen, biochemical, uHTS, TR-FRET, eIF4GI fragment | inhibition, % at 21.7 µM | TR-FRET eIF4E-eIF4GI(517-606) binding, 2 h | actives 0.37% (n = 220,000);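 active means inhibition above about 30%, limit read from the data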;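 further: 0% = full FRET control wells and 100% = background wells lacking eIF4GI fragment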
NPY-Y1 antag: NPY-Y1 receptor antagonists, primary screen, cell-based | Neuropeptide Y receptor type 1 (Homo sapiens), P25929 | HEK293-CNG Y1 cells, membrane potential fluorescence; NPY at EC95, then isoproterenol | inhibition, % at 3.6 µM | actives 1% (n = 200,000) | AID 1040, 2008;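 active means inhibition above the campaign mean inhibition of all tested compounds plus 3 SD, cut at about 20% in these data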;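 further: 0% = DMSO wells given NPY plus isoproterenol and 100% = isoproterenol alone without NPY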
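System: HEK293 cells with Y1 receptor plus CNG channel / Probe or stimulus: NPY 25 nM then isoproterenol 1 µM plus Ro 20-1724 25 µM / Compound: one concentration, 3.6 µM, in 0.4% DMSO / Schedule: compound incubation 1 h at room temperature, readout 45 min post-stimulation / Measured by: membrane potential fluorescence / Read-out: % inhibition of NPY effect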
S1P4 antagonist: S1P4 receptor antagonists, primary screen, cell-based; Sphingosine 1-phosphate receptor 4 (Homo sapiens), O95977; S1P4-expressing cells, antagonist mode, reporter read-out; inhibition, % at 4.98 µM; actives 0.26% (n = 220,000); in the data active means inhibition above about 29%;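 further: 0% = wells stimulated with agonist and 100% = vehicle wells without agonist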
* hit, by the source's call; / = no result given; & = joins results of further samples; [ ] = another dose, or the depositor's remark.

SMILES	NPY-Y2 PAM-ag	NPY1 pot ag	S1P4 ag	p97 inhibitor	EP2 mod	EP2 antag	eIF4E 4G PPI	NPY-Y1 antag	S1P4 antagonist
O=[N+]([O-])c1ccc(/C([O-])=C(/C(=S)NCc2ccco2)[n+]2ccccc2)cc1	-12	7	0.7	7	17	2	4	3	3
CCSc1ncnc2sc3c(c12)CCC3	-7	25	-2.7	6	73*	12	-11	3	7
CC(C)(C)NC(=O)C(c1c[nH]c2ccccc12)N(C(=O)Cn1nnc(-c2ccc(F)cc2)n1)c1cccc(O)c1 (stereo unspecified)	17	32	1.0	8	3	8	17	-1	1
Cc1cccc(C)c1NC(=O)c1sccc1SCC#N	7	-18	-2.2	0	-1	8	/	2	-5
COc1ccc(N2CC(C(=O)Nc3ccccc3C(=O)NCc3ccco3)CC2=O)cc1 (stereo unspecified)	1	-5	1.0	3	13&-22	7&12	-1	-7	-15
CCC(C)NC(=O)C1(C)CCC(=O)N1CCc1ccc(OC)c(OC)c1 (stereo unspecified)	5	22	0.7	1	17	4	3[fluorescence artefact?]	-5	-21
CCOc1ccccc1-c1nc(C(N)=O)c2[nH]c(=O)n(-c3cccc(C)c3)c2n1	-5	4	2.2	-4	57	/	5	24*	-18
Cc1cc(=O)c2n(Cc3ccc(Cl)cc3)nc[n+]2[nH]1	3	-1	0.1	3	8	1	-12	-3	-3
Nc1[nH]n2c(=O)c3c(nc2c1N=Nc1ccccc1)CCCC3	9	-12	-0.2	1	90*	8	5[fluorescence artefact?]	9	-13
O=C(CSc1nc(-c2ccco2)cc(C(F)(F)F)n1)NCc1cccs1	5	-10	1.5	-2	2	13	0	9	7
Cc1ncsc1CCOC(=O)C1C2CC3CC(C2)CC1C3 (stereo unspecified)	-4	-8	0.6	-3	-18	4	0	-3	1
COc1ccc(NC(=O)COC(=O)c2c(C)noc2C)c(OC)c1	-9	18	-3.6	2	3	16	-8	7	-15
CC(C)CC(=O)N1CCC(O)(CS(=O)(=O)Cc2ccc(Cl)cc2)CC1	3	22	-0.7	2	6	4	0	4	-10
O=C(CCCCn1c(=O)c2ccccc2n(CC(=O)Nc2ccc(F)cc2)c1=O)NCc1ccco1	5	-2	0.9	4	3	16	0	2	-20
O=C(NCCN1CCOCC1)c1cc(-c2cccs2)on1	-2	15	-1.7	-1	-6	0	1	-1	4
COc1ccc(/C=N/NC(=O)CCCC(=O)NC2CCCCC2)cc1	-3	-14	-0.5	-2	7	-1	5	7	11
Cc1ccc(/C=C2\SC(=S)N(CCCC(=O)NNC(=O)c3ccccc3O)C2=O)cc1	4	5	-0.1	7	-30	6	5	/	8
COc1ccc(S(=O)(=O)c2nnn(-c3cccc(Cl)c3)c2N)cc1	0	14	-0.5	3	-71	7	2	4	17
CC1CN(C(=O)Nc2ccc(Br)cc2Cl)CC(C)O1 (stereo unspecified)	-2	-11	-0.6	1	8	8	3	1	-2
CCOC(=O)c1ccc(NC(=O)CC2SC3=NCCN3C2=O)cc1 (stereo unspecified)	-12	-2	0.0	3	-9	3	-1	/	15

Five compounds picked at random from the list so far, as already listed:
SMILES	NPY-Y2 PAM-ag	NPY1 pot ag	S1P4 ag	p97 inhibitor	EP2 mod	EP2 antag	eIF4E 4G PPI	NPY-Y1 antag	S1P4 antagonist
CC(C)(C)NC(=O)C(c1c[nH]c2ccccc12)N(C(=O)Cn1nnc(-c2ccc(F)cc2)n1)c1cccc(O)c1 (stereo unspecified)	17	32	1.0	8	3	8	17	-1	1
O=C(CCCCn1c(=O)c2ccccc2n(CC(=O)Nc2ccc(F)cc2)c1=O)NCc1ccco1	5	-2	0.9	4	3	16	0	2	-20
Cc1cccc(C)c1NC(=O)c1sccc1SCC#N	7	-18	-2.2	0	-1	8	/	2	-5
CCC(C)NC(=O)C1(C)CCC(=O)N1CCc1ccc(OC)c(OC)c1 (stereo unspecified)	5	22	0.7	1	17	4	3[fluorescence artefact?]	-5	-21
CC1CN(C(=O)Nc2ccc(Br)cc2Cl)CC(C)O1 (stereo unspecified)	-2	-11	-0.6	1	8	8	3	1	-2

The list continues.
SMILES	NPY-Y2 PAM-ag	NPY1 pot ag	S1P4 ag	p97 inhibitor	EP2 mod	EP2 antag	eIF4E 4G PPI	NPY-Y1 antag	S1P4 antagonist
CC(=O)NC(C)C12CC3CC(CC(CC(=O)O)(C3)C1)C2 (stereo unspecified)	-2	1	-2.1	0	1	9	-3	9	-12
Cc1csc2ncc(C(=O)NCCc3ccccc3)c(=O)n12	-16	-3	1.6	2	-5	12	-1	-2	-7
CC(Cl)C(=O)c1c[nH]c2ccccc12 (stereo unspecified)	4	-15	1.8	9	4	5	-1	-3	1
O=C(O)CCC(=O)Nc1sc2c(c1C(=O)Nc1cccc3ccccc13)CCCCC2	1	-21	-1.2	-3	17	15	1	6	6
COc1ccc(C(=O)Nc2ccc(N3CCN(C(=O)c4ccccc4)CC3)cc2)cc1[N+](=O)[O-]	-9	8	0.9	-2	-20	14	2	-7	9
Fc1ccc(NC(=S)NC2CC3CCC(C2)N3Cc2ccco2)cc1 (stereo unspecified)	2	13	1.5	1	-2	4	3	4	-3
Cc1ccc(N2CCN(CCCCN3C(=O)C4CCCN4C3=O)CC2)cc1 (stereo unspecified)	2	-6	0.4	3	19	8	16	2	-6
CCOC(=O)c1[nH]nc(-c2c(O)cc(C)cc2O)c1-c1csc(C)n1	1	-3	0.7	-2	14	16	4	5	4
O=C(COC(=O)Cc1ccsc1)NCc1ccc(Cl)cc1	5	-16	0.2	3	10	8	2	1	-10
N/C(=N\OC(=O)COc1ccc([N+](=O)[O-])cc1)c1cccnc1	10	15	0.2	2	-24	5	2	3	-19
CCOc1cc(C(=O)N/N=C/C2CC=CCC2)cc(OCC)c1OCC (stereo unspecified)	-1	4	0.2	0	11	8	7	7	-14
Oc1c(Br)cc(Br)cc1C=NCc1ccccc1	-9	-15	0.7	13	27	13	2	-8	-4
Cc1csc(NC(=O)c2cncc(Br)c2)n1	0	8	1.9	2	-15	9	3	-1	-4
Cc1cc(C(F)F)nn1CC(=O)NCc1ccco1	4	16	2.7	4	2	2	19	6	-24
CCOCCn1c(CN2CCN(c3ccccc3)CC2)nc2c1c(=O)n(C)c(=O)n2C	-11	0	-2.6	-1	/	15	/	3	-16
OCCn1c(Cl)nc2ccccc21	-9	6	0.6	-3	25	25	1	1	-10
COc1cc2c(C#N)c(N3CCN(c4ccccc4OC)CC3)nc(N)c2c(N)n1	12	30	-0.4	7	-41	8	-2	1	2
CC(C)OC(=O)CSc1nnc(-c2ccncc2)n1N	11	23	0.6	2	-10	2	-9	1	-5
CCOc1ccccc1OCC(=O)Nc1nc2ccccc2[nH]1	-11	-4	-2.9	2	-76	4	0	-1	-6
Cc1cc(/C(N)=N/OC(=O)c2ccc(Cl)cc2)no1	-2	5	0.2	-4	-11	1	3	/	9

Marked active in NPY-Y1 antag, among the entries above:
molecule | NPY-Y2 PAM-ag | NPY1 pot ag | S1P4 ag | p97 inhibitor | EP2 mod | eIF4E 4G PPI | NPY-Y1 antag | S1P4 antagonist
CCOc1ccccc1-c1nc(C(N)=O)c2[nH]c(=O)n(-c3cccc(C)c3)c2n1 | -5 | 4 | 2.2 | -4 | 57 | 5 | 24* | -18

(continued)
SMILES	NPY-Y2 PAM-ag	NPY1 pot ag	S1P4 ag	p97 inhibitor	EP2 mod	EP2 antag	eIF4E 4G PPI	NPY-Y1 antag	S1P4 antagonist
COc1ccccc1-n1cn[nH]c1=S	-18	6	0.4	1	-16	4	-1	/	0
COc1cccc(-n2c(C)nnc2SCC(=O)Nc2ccccc2N2CCOCC2)c1	4	4	0.2	-12	12	7	-1	-4	-12
CC(C)CC(NC(N)=O)C(=O)NCCc1ccc(Cl)cc1 (stereo unspecified)	6	-3	0.7	-2	9	5	3	-7	-10
O=C(O)CCC(=O)Nc1ccc(-c2nnc(-c3ccco3)o2)cc1	4	-8	0.1	-5	10	11	-2	5	-9
CCOCc1nnc(NC(=O)C2c3ccccc3Oc3ccccc32)s1	4	19	0.0	0	8	4	-3	-2	-3
COc1ccc(C(O)CNc2ccc(C)cc2)cc1 (stereo unspecified)	2	-1	-0.5	1	-16	/	3	-7	-10
C/C(=N\NC(=O)c1csc(C)c1C)c1ccc(Cl)s1	-24	-9	-0.1	5	4	11	5	-3	2
CCCN1C(=O)/C(=C/c2ccc(N3CCCC3)c(C)c2)NC1=S	-15	-8	1.8	2	-2	0	2	5	15
CCOC(=O)N1CCN(C(=O)CSc2nc(CC)nc3c2c(=O)n(C)c(=O)n3C)CC1	8	18	-0.2	0	-2	8	4	/	7
COc1ccc(C(CC(=O)Nc2ccc(F)cc2)c2ccccc2)cc1 (stereo unspecified)	-8	-7	-0.7	-2	0	-3	-6	7	-4
COc1ccc(-c2nc3c4ccccc4[nH]c(=O)n3n2)cc1	-1	-5	1.1	-3	-10	14	4	1	-15
Cc1cc(C(=O)CSc2nnnn2-c2ccccc2)c(C)n1CC1CCCO1 (stereo unspecified)	18	11	-0.6	2	3	4	-3	7	-13
COc1ccccc1C(=O)Oc1ccccc1C(=O)Nc1ccccc1	4	26	0.2	9	31	8	-1	6	-4
Cc1cccc(C(=O)NNC(=O)CCC(=O)Nc2cccc(Cl)c2C)c1	5	-9	2.5	6	-8	5	-1	3	-8
O=c1c(O)c(-c2cccs2)oc2ccc(Cl)cc12	-1	-4	0.5	1	-39	20	4	12	-7

An excerpt; count on the stated rates, not on these rows.
